# Source: PubChem (several laboratories)
# NOD2-RIPK2 inh: NOD2-RIPK2 binding disruptors in cells, primary screen, fluorescence, CHO cells, BLA complementation; CCF4 ratio; Receptor-interacting serine/threonine-protein kinase 2 (Homo sapiens), O43353; AID 624267, 2012; actives 0.38% (n = 360,000); inhibition, % at 4.98 µM; in the data active = inhibition above about 21%;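 also: 0% = vehicle only and 100% = reference blocker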
# SRC3 inh: SRC3 coactivator transcriptional activity inhibitors, primary screen, cell-based, luminescence; Nuclear receptor coactivator 3 (Homo sapiens), Q9Y6Q9; HEK293 GAL4-SRC3 luciferase reporter; inhibition, % at 3.6 µM; actives 0.17% (n = 360,000); AID 588352, 2011;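 active = inhibition above a per-campaign cutoff, the mean of all compounds plus 3 SD, cut at about 60% in these data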;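 also: 0% = DMSO-treated cells and 100% = gossypol-treated cells at 36 µM; higher means less SRC3-driven luciferase light from the GAL4 reporter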
# Target sequence (Q9Y6Q9 whole entry, looked up, the tested form may be a part): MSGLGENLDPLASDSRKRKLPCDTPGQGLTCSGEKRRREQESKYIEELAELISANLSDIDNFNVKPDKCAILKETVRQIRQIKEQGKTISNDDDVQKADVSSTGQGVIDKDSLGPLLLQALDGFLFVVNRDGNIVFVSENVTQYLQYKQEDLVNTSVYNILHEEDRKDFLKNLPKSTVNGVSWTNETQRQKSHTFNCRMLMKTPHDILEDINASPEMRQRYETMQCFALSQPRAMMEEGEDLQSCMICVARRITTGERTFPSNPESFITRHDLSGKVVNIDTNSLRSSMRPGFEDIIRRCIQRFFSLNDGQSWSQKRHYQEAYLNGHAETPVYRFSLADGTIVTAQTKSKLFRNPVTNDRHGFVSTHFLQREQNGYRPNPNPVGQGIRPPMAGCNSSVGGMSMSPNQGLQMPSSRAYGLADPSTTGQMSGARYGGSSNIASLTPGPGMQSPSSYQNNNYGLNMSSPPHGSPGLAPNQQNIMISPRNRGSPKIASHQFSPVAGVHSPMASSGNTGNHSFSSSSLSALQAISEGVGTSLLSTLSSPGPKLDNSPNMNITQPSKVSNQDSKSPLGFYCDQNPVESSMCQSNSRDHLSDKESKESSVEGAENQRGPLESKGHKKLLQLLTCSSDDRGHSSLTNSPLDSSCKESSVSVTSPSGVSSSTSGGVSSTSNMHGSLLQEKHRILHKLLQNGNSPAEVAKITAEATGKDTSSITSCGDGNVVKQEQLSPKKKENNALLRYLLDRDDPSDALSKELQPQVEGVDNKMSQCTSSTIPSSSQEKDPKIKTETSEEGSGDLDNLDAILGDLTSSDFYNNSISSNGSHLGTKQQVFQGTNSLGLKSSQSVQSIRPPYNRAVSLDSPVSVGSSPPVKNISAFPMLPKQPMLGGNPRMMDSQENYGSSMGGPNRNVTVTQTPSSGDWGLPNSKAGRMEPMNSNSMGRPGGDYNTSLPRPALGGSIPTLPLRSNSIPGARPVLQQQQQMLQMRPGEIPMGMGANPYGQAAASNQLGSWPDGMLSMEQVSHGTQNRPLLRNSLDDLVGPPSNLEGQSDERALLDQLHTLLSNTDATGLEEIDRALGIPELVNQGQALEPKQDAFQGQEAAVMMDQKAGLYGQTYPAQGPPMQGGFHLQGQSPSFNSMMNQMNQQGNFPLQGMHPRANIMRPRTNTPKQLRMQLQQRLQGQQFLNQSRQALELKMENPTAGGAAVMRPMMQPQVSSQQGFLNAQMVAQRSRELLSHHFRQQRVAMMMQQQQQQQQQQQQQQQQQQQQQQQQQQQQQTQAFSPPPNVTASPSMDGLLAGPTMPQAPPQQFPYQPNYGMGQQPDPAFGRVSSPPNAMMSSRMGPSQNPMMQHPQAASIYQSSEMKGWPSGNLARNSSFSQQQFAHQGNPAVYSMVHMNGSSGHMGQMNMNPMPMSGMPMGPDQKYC
# C8 TRAIL sens: viability loss with TRAIL in NB7+C8 cells, primary screen, TRAIL sensitizer project, cell-based, ATPlite luminescence. inhibition (viability loss, TRAIL sensitization), % at 10 µM. actives 1% (n = 360,000);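 active = compounds causing at least 50% loss of cell viability in the single-dose screen, relative to plate controls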
# NCOA2 inhibitor: inhibition of GAL4-SRC2 driven luciferase reporter, primary screen, SRC2 inhibitor project, cell-based, luminescence | Nuclear receptor coactivator 2 (Homo sapiens), Q15596 | HEK293 GAL4-SRC2 luciferase reporter | inhibition, % at 9 µM | actives 0.17% (n = 370,000) | AID 651957, 2012;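 active = inhibition above the mean inhibition of all tested compounds plus 3 SD, set per campaign, cut at about 52% in these data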;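 also: 0% = DMSO treated cells and 100% = cells given Gossypol at 36 µM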
# TLR9-MyD88 inh: inhibitors of TLR9-MyD88 association in cells, primary screen, cell-based, CHO, BLA complementation, fluorescence; CCF4 FRET ratio; inhibition, % at 4.98 µM; actives 0.21% (n = 340,000); AID 504734, 2011;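 active = inhibition above the mean over all tested compounds plus 3 SD, cut at about 21% in these data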;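 also: 0% = DMSO only wells and 100% = clavulanate BLA inhibitor control wells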
# TROY NFkB inh: inhibitors of TROY-driven NF-kB signaling, primary screen, Q293 LMP1-TROYcd cells, NF-kB luciferase, uHTS; actives 0.98% (n = 360,000); Q293 LMP1-TROYcd NF-kB luciferase reporter, 4 h; inhibition, % at 10 µM; AID 1347056, 2019;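 active = compounds whose plate-normalised and pattern-corrected inhibition of the luciferase reporter signal at the single screening dose is 50% or more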
# NR5A2 inv ag: LRH-1 (NR5A2) inverse agonists, primary screen, cell-based, luminescence, HEK293T, StAR-luciferase reporter; Nuclear receptor subfamily 5 group A member 2 (Homo sapiens), O00482; actives 0.13% (n = 360,000); AID 602396, 2012; LRH-1 transfected, 24 h; inhibition, % at 3.6 µM;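 active = inhibition above the mean inhibition of all tested compounds plus 3 SD, cut at about 73% in these data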;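 also: 0% = DMSO wells and 100% = reporter-only cells lacking LRH-1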
# LMP1 NFkB inh: EBV LMP1-driven NF-kappaB luciferase reporter inhibitors, primary screen, cell-based, luminescence, single point; LMP1-induced NF-kappaB luciferase reporter cells; inhibition, % at 12.5 µM; actives 0.69% (n = 350,000); in the data active = inhibition above about 41%;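 also: 0% = neutral control wells and 100% = reference inhibitor control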
# COUP-TFII inh: NR2F2 transcriptional activity inhibitors, primary screen, cell-based, luciferase reporter, HEK293T, luminescence; inhibition, % at 8.6 µM; HEK293T NGFI-A luciferase reporter; COUP transcription factor 2 (Homo sapiens), P24468; actives 0.7% (n = 370,000);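 active = inhibition above a per-plate cutoff, mean inhibition of test wells between control levels plus 3 SD, cut at about 38% in these data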;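 also: cells cotransfected with COUP-TFII expression vector driving the NGFI-A reporter; 0% = median of COUP-TF2 test wells and 100% = reporter-only cells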
# Vif imaging: HIV Vif self-association inhibitors, primary screen, imaging, HEK293T, single point | actives 0.35% (n = 340,000) | AID 602346, 2012 | inhibition, % at 7.49 µM | HEK293T cells, Vif self-association by quenched fluorescence, 24 h; in the data active = inhibition above about 50%, passing the limit was not always enough; also: some results filed as inactive read as strong as hits
# SRC1 inh: SRC1 coactivator transcriptional activity inhibitors, primary screen, cell-based, luminescence; Nuclear receptor coactivator 1 (Homo sapiens), Q15788; HEK293 GAL4-SRC1 luciferase reporter; inhibition, % at 3.6 µM; actives 0.12% (n = 360,000);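 active = inhibition above the campaign mean plus 3 SD, with each screening campaign given its own cutoff, cut at about 60% in these data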;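 also: 0% = DMSO treated cells and 100% = gossypol at 36 µM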
# The depositor's hits bear a star; . = not tested or not shown. A portion of the library. The share of hits here may be higher or lower than overall.
SMILES,NOD2-RIPK2 inh,SRC3 inh,C8 TRAIL sens,NCOA2 inhibitor,TLR9-MyD88 inh,TROY NFkB inh,NR5A2 inv ag,LMP1 NFkB inh,COUP-TFII inh,Vif imaging,SRC1 inh
CCN(CCCNS(=O)(=O)c1cc(-c2cc(C)no2)ccc1C)Cc1ccccc1,-6,13,8,-28,1,-3,0,-4,0,10,8
N#C/C(=C1\CCCN1)c1ccc2ccccc2n1,-2,7,1,-12,6,12,11,-1,-2,15,3
CCCC(c1nnnn1C1CCCCC1)N1CCN(c2ncccn2)CC1 (centres undefined),-3,2,7,20,4,-8,-7,8,13,22,-4
C#CCOCCOCCOCCNc1nc(N2CCOCC2)nc(N2CCN(C(=O)[C@H]([C@@H](C)CC)n3cc([C@@H](N)Cc4ccc(O)cc4)nn3)CC2)n1,2,-17,9,.,-6,-3,22,-9,.,-3,-9
COc1cc(NS(=O)(=O)c2ccc(NS(=O)(=O)c3ccccc3)cc2)nc(OC)n1,-2,0,-12,4,4,15,0,-1,-9,7,-17
CC1CCN(C(=S)c2cccc(O)c2)CC1,-10,10,-9,-29,0,13,3,-4,-16,-1,8
COc1ccc(-n2nc(C(=O)NCC(=O)NCc3ccco3)c3ccccc3c2=O)c(OC)c1,-7,-5,6,-10,-3,3,10,-3,0,0,9
Cc1ccc(NC(=O)c2cnn(-c3ccccc3)c2C)cc1C,4,-97,42,-33,6,63*,-121,8,-31,-1,-71
C=CCNC(=S)Nc1ccc(C)c(S(=O)(=O)N2CCCCC2)c1,-10,10,-1,4,6,-3,7,4,15,-5,-4
CCOC(=O)[C@]12CCCC=C1N(Cc1ccco1)C(=O)[C@H](CC(=O)NCC13CC4CC(CC(C4)C1)C3)C2,2,.,9,-24,.,10,-15,.,-7,.,.
CC(C)C(=O)Nc1nnc(Cc2ccccc2)s1,5,12,11,-9,-2,-22,-22,-3,0,-5,-12
O=C(COC(=O)/C=C/c1cccs1)NC1CC1,1,20,-1,0,-4,-16,5,0,8,6,-4
C=CCN(c1ccc(OC)cc1)S(=O)(=O)c1ccc(Cl)c(C(=O)OCC(=O)c2c(N)n(C)c(=O)n(C)c2=O)c1,4,-60,19,1,-6,-18,-4,1,10,-3,-9
COc1cc(-c2cc(NC(C)=O)c3ncc(-c4ccccc4)n3c2)cc(OC)c1OC,-1,-23,3,-50,.,-7,9,.,-32,-8,-12
Cc1ccc(NC(=O)CSc2nnc(Cc3csc(C)n3)o2)cc1,-5,-20,9,-49,-14,-31,-19,-5,8,11,-24
c1ccc(-c2nc3ccccc3c3nncn23)cc1,-6,-36,7,20,9,-13,-1,-10,-6,-6,-6
Cc1c(CCO)c(=O)[nH]n1S(=O)(=O)c1cccc(C(F)(F)F)c1,3,2,-21,-1,-8,-4,-5,-1,-4,7,2
CC(C)(C)n1nnnc1C(c1cccs1)N1CCCc2ccccc21 (centres undefined),0,10,4,9,3,-14,2,6,-12,.,10
CCS(=O)(=O)N1CCCC(C(=O)NCCc2ccccc2)C1 (centres undefined),-4,11,-9,-12,0,-11,15,-30,-8,12,-26
CN(C)C(C)(C)C#CCCCCC#CC(C)(C)N(C)C,-1,16,-5,0,-5,2,-3,5,1,6,-10
CC(=O)Nc1cccc(C(=O)OCN2C(=O)c3ccccc3C2=O)c1,-8,-7,-6,-24,1,1,10,6,2,-10,-10
Cc1nc(-c2ccc(F)cc2)c(CC(=O)N(C)CC(=O)Nc2ccccc2C(F)(F)F)s1,-7,12,2,-22,9,-13,-23,6,12,-4,3
CCOC(=O)Cn1c(=O)c2c(nc3n2CCCCN3c2ccc(C)cc2)n(C)c1=O,6,8,10,-5,7,8,14,2,-4,1,0
Cc1occc1C(=O)N/N=C/c1ccc(Br)s1,-11,-96,4,-16,4,-28,-125,-24,-37,11,-96
COc1ccccc1N1CCN(CCCCN2C(=O)C3CCCN3C2=O)CC1 (centres undefined),11,1,-7,6,2,15,-21,1,-15,12,-8

# (list continues)
SMILES,NOD2-RIPK2 inh,SRC3 inh,C8 TRAIL sens,NCOA2 inhibitor,TLR9-MyD88 inh,TROY NFkB inh,NR5A2 inv ag,LMP1 NFkB inh,COUP-TFII inh,Vif imaging,SRC1 inh
CC(=O)c1sc(NC(=O)CCN2C(=O)c3ccccc3C2=O)nc1C,0,13,-8,-20,1,-3,-1,1,3,-5,-2
CC(=O)NCCOc1cccc(OCCNC(C)=O)c1,-5,-15,-14,-27,-2,-1,4,1,-6,.,18
Cc1cc(C)nc(SCC(=O)Nc2nonc2N)n1,-7,8,-6,19,-13,6,21,5,-13,0,-9
CC(C)CCNC(=O)c1cc(-c2ccncc2)nc2ccc(S(=O)(=O)N3CCOCC3)cc12,13,3,-14,-21,-7,-26,-10,-5,18,5,3
Cc1nnc2sc(SCC(=O)N3CCc4ccccc43)nn2c1=O,-8,-14,-16,-15,0,-4,2,-5,22,-9,-3
C(=N\c1nc2ccccc2[nH]1)/c1cccs1,18,20,-7,-9,-7,-5,8,-2,0,3,-9
CC1=NN(C(=O)Cc2ccccc2)C(O)(c2ccccc2)C1 (centres undefined),-8,-8,1,5,-3,-4,-29,-4,-8,-32,1
O=C(Nc1ccc(O)c(-c2nc3ccccc3o2)c1)C1(c2ccccc2)CCCC1,-14,17,15,.,1,7,-2,0,.,-7,12
O=C(O)c1ccc(/C=N/NC(=O)c2cc(-c3ccc4c5c(cccc35)CC4)n[nH]2)cc1,-10,-19,-9,-29,3,-9,-26,1,-4,1,-11
O=C1Nc2ccccc2-n2nnnc2C1N1CCN(c2ccc(C(F)(F)F)cn2)CC1 (centres undefined),-15,.,1,-25,.,.,-4,.,-7,.,.
CN(C)c1ccnc2sc3c(NCC(O)CO)ncnc3c12 (centres undefined),-18,13,-3,-10,-9,-2,5,9,21,-1,-1
CN(C)N=Nc1ccc(S(=O)(=O)NC(Cc2ccccc2)C(=O)O)cc1 (centres undefined),5,-13,-11,-1,13,-7,-18,-9,-11,-8,-5
Cc1cc(OC(C)C(=O)NCCCN2CCOCC2)c2c(C)c(C)c(=O)oc2c1 (centres undefined),-5,15,-6,-16,10,1,-18,3,-6,3,6
CCOc1ccc(C(O)C(CN2CCOCC2)c2ccccc2)cc1 (centres undefined),-2,8,-4,11,-10,-1,-3,10,0,3,-38
C[C@H](NC(=O)c1ncn2c1C(=O)N(C)CC2)C(=O)OC(C)(C)C,3,-4,2,-3,6,-2,1,3,6,.,9
COC(=O)Cn1cnc2scc(-c3ccc(C)c(C)c3)c2c1=O,12,1,-30,2,1,-5,6,0,3,2,-3
COc1ccc(S(=O)(=O)N2CCCN(CC(=O)C(C)(C)C)CC2)cc1,-4,-23,0,8,-3,-13,10,3,12,.,4
CCOC(=O)c1cc2c(ccn2-c2ccc(F)cc2)n1CC(=O)N1CCN(C(=O)c2ccco2)CC1,-8,11,-7,7,6,13,-4,4,3,-6,-17
NC(=O)C1CCN(C(=O)CCn2c(=O)oc3ccccc32)CC1,-3,8,1,-6,-24,-26,15,0,-1,-4,-3
CCOc1ccc(S(=O)(=O)N2CN3CCN(C3)C2)cc1,4,-2,-2,-5,-1,1,-25,-4,4,8,1
O=C(NC(=S)NCCC1=CCCCC1)c1cncc(Br)c1,-8,-2,8,-17,6,15,-30,-5,-6,0,0
Cc1ccc(C)c(N(C)S(=O)(=O)c2cccc3nsnc23)c1,1,-20,-1,-4,-1,-10,-15,-18,-11,-2,-1
Cc1ccc(C(=O)N2CCN(CCNC(=O)C(=O)NCc3ccc(Cl)cc3)CC2)cc1,-3,13,15,10,10,3,26,5,7,-4,18
O=C(/C=C/c1cccnc1)c1ccc([N+](=O)[O-])cc1,-3,16,-7,0,3,21,3,0,7,21,-18
O=C(NC(=O)c1csnn1)Nc1ccccc1Cl,3,-32,6,-7,-8,-9,-15,-15,1,-2,-5

# Another view of part of the listing above:
# Value order – NOD2-RIPK2 inh	SRC3 inh	C8 TRAIL sens	NCOA2 inhibitor	TLR9-MyD88 inh	TROY NFkB inh	NR5A2 inv ag	LMP1 NFkB inh	COUP-TFII inh	Vif imaging	SRC1 inh
O=C(COC(=O)/C=C/c1cccs1)NC1CC1
 : 1	20	-1	0	-4	-16	5	0	8	6	-4
C=CCN(c1ccc(OC)cc1)S(=O)(=O)c1ccc(Cl)c(C(=O)OCC(=O)c2c(N)n(C)c(=O)n(C)c2=O)c1
 : 4	-60	19	1	-6	-18	-4	1	10	-3	-9
COc1cc(-c2cc(NC(C)=O)c3ncc(-c4ccccc4)n3c2)cc(OC)c1OC
 : -1	-23	3	-50	.	-7	9	.	-32	-8	-12

# The listing continues:
SMILES,NOD2-RIPK2 inh,SRC3 inh,C8 TRAIL sens,NCOA2 inhibitor,TLR9-MyD88 inh,TROY NFkB inh,NR5A2 inv ag,LMP1 NFkB inh,COUP-TFII inh,Vif imaging,SRC1 inh
COC(=O)c1c(NC(=O)COC(=O)Cn2cnc3ccccc32)sc(C)c1C,-8,-4,0,7,3,5,15,19,10,-2,-11
CCCC(C(=O)NC(C)(C)C)N(C(=O)c1snc(C(N)=O)c1N)c1ccc2c(c1)OCCO2 (centres undefined),-15,43,-3,33,1,82*,25,35,7,-10,21
O=C(COC(=O)c1ccccc1Cl)NC1CCCCCCC1,-1,-2,-8,-44,-1,-76,-2,-9,-21,-7,-38
COC(=O)CC1C(=O)NCCN1C(=O)CSc1nc2ccccc2o1 (centres undefined),-13,-1,8,4,-8,-14,9,1,5,4,-2
N#C/C(C(=O)Oc1ccccc1)=C1/Nc2ccccc2-c2ccccc21,2,10,17,-3,2,2,-8,6,15,-2,-18
CCC(c1nc2ccccc2[nH]1)n1c(=O)c(-c2ccccc2)nc2ccccc21 (centres undefined),-9,.,-16,10,.,.,18,.,-1,.,.
COCCn1c(-c2cc(OC)c(OC)c(OC)c2)nc2oc3ccccc3c(=O)c2c1=O,-2,-43,11,9,-5,6,11,7,0,6,-25
CSc1ccccc1NC(=O)CSc1nnnn1-c1ccccc1SC,-4,19,4,-30,0,1,-14,-6,-7,-6,2
COc1ccccc1NS(=O)(=O)c1ccc(N/N=C(\C)C(C)C)c([N+](=O)[O-])c1,.,.,21,9,-10,11,.,14,-5,1,.
COc1cc(C2N(C)C(=O)c3ccccc3N2C)ccc1O (centres undefined),-4,13,0,-18,-15,-5,1,0,4,-1,13
Cc1cc(OCC(=O)Nc2ccccn2)c2c(C)cc(=O)oc2c1,-10,-12,-15,-17,3,-14,32,49*,-35,-7,-34
N#CC1(Cc2ccc([N+](=O)[O-])cc2)c2ccccc2C=CN1C(=O)c1ccccc1 (centres undefined),-3,16,2,-18,4,-4,-7,5,-6,-15,11
COc1ccc(-n2c(COc3ccccc3)nnc2SCc2ccc(C#N)cc2)cc1,4,-1,-1,-23,-2,-6,12,-1,5,6,0
